p53ts 39C tox: cytotoxicity in p53ts cells at nonpermissive temperature. Potency, µM (doses to about 46.1 µM), without a hit: top-dose activity change, negative = cell killing, hits mostly cytotoxic. AID 902. hit rate 1.5% among 130,000. H1299-p53A138V viability at 39C, ATP luminescence, 24 h; further: nearly all actives have a fitted effect of over 55% in size
IkB sig inh: suppresses IkB signaling in ABC-DLBCL reporter cells. ABC-DLBCL IkBa-CBG/CBR dual luciferase ratio, 4 h; response scale: scaled: untreated 0%, proteasome inhibitor 100%. Potency, µM (top dose mostly 57.1 µM), for the others: at the highest dose IkBa stabilization activation. hit rate 0.04% among 110,000; active means well fitted curve in the direction sought with a large enough effect in the signal ratio, not every such curve was filed as active; inconclusive means small, poorly fitted or top-dose-only effect, or a change in a side signal; the % refers to the signal ratio;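 further: the direction sought is a rising ratio; 0% = basal untreated cells and 100% = reference inhibitor full response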
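Luminescence ratio of IκBα-fused green versus native red beetle luciferase in OCI-Ly3 cells, 4 h post-doxycycline with compound; red signal alone, scaled from basal (0%) to zero light (-100%), flagged nonspecific or cytotoxic effects.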
p53ts 32C tox: kills p53ts cells at the permissive temperature; H1299-p53A138V at 32C, ATP luminescence viability, 24 h; Potency, µM (titrated, usually from 46.1 µM), for inactives: at the top dose activity change, negative = cytotoxicity, actives largely listed as cytotoxic; AID 924; hit rate 0.93% among 130,000;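 further: 0% = DMSO and -100% = full killing by reference compound; nearly all actives have a fitted effect of over 55% in size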
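Viability by ATPlite luminescence after 24 h compound treatment (up to 46 uM) at the permissive 32C. Cells are H1299 carrying p53 A138V. Scale runs from DMSO basal to 100 uM tamoxifen as full kill; AC50 from Hill fits.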
Peg3 imprint: inducers of genomic imprint erasure in mouse ES cells; Potency, µM (highest dose often 60.7 µM), without a hit: top-dose activity change, positive = activation, most hits filed as activators; mouse ES Peg3-LacZ reporter, beta-gal luminescence, 40 h; hit rate 0.02% among 110,000; AID 1948;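 further: 0% = negative control wells on the plate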
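Each well holds 300 Peg3LacZ-Neo (maternal) female ES cells incubated 40 h at 37C, 5% CO2. LacZ is measured by BetaGlo luminescence, with AC50 and maximum efficacy derived from dose-response curves.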
Starred values were filed as active, the others as inactive; ? = inconclusive; . = not tested or not shown; [ ] = dose if it differs, or a comment. Unless noted, the call rests on the fitted dose curve; in most records, active means well fitted curve in the direction sought with a large enough effect; inconclusive means small, poorly fitted or top-dose-only effect, or another doubt; inactive means no such curve, though single readings can be large; an effect the other way counts as inactive or inconclusive. Unless noted, on the % scale 0 is the no-effect control and ±100 the full control effect; potency means the concentration at half of the fitted maximal effect.

Start of the listing, in advance:
SMILES	p53ts 39C tox	IkB sig inh	p53ts 32C tox	Peg3 imprint
Cc1ccc(N)cc1CN1CCCC1=O	-7%	-0.5%	-2%	8%
O=C(OCC(=O)N1CCN(C(=O)c2ccco2)CC1)C1=COCCO1	0%	-0.1%	-2%	-8%
CCOc1ccc(S(=O)(=O)NCc2nc3cccnc3n2Cc2ccccc2OC)cc1	-22%	4.0%	5%	-10%[10.9 µM]

The listing (from the top)
SMILES	p53ts 39C tox	IkB sig inh	p53ts 32C tox	Peg3 imprint
Cc1ccc(N)cc1CN1CCCC1=O	-7%	-0.5%	-2%	8%
O=C(OCC(=O)N1CCN(C(=O)c2ccco2)CC1)C1=COCCO1	0%	-0.1%	-2%	-8%
CCOc1ccc(S(=O)(=O)NCc2nc3cccnc3n2Cc2ccccc2OC)cc1	-22%	4.0%	5%	-10%[10.9 µM]
c1ccc(C2[C@H]3CN(CC4CCCCC4)[C@H](c4ccccc4)C34CC2(c2cccnc2)C4)cc1 (stereo partly specified)	-6%	.	-7%	-12%
Clc1ccc(NC2=NCCC2)cc1Cl	-9%	1.1%	-4%	-15%
CCOc1ccc(-n2c(COc3ccccc3)nnc2SCC(N)=O)cc1	2%	0.1%	4%	-3%
COC(=O)N1CC=CC1(C)C(=O)NCc1cc(F)cc(C(F)(F)F)c1 (stereo unspecified)	-11%	.	-4%	-17%
Cn1c(=O)n(CCCc2ccccc2)c(=O)c2c1nc1n2CCN1c1ccccc1	-18%	?	12%	-5%[10.9 µM]
O=C(NCC1COc2ccccc2O1)c1cc2ccccc2o1 (stereo unspecified)	6%	.	6%	.
CCOC(=O)C1CCN(C(=O)CN(c2cc(OC)ccc2OC)S(=O)(=O)c2ccccc2)CC1	19%	4.8%	11%	-4%
CN1CCN(CCCNC(=O)Cn2ncc3c4ccccc4n(C)c3c2=O)CC1	-10%	0.1%	-1%	-10%
CCCSCCCNC(=O)C1CCCN(C(=O)c2cnn(-c3ccccc3)c2-n2cccc2)C1 (stereo unspecified)	-10%	?	6%	-12%[10.9 µM]
CN(C(=O)CSc1nc2ccccc2[nH]1)c1ccc(F)cc1	-1%	0.1%	-3%	-7%[10.9 µM]
Cc1ccc(C(=O)Nc2cccc(C(=O)OCc3cc(=O)n4c5c(sc4n3)CCCC5)c2)cc1	-3%	?	-4%	-7%[10.9 µM]
c1cc2c(cc1C1CCCCC1)c1c3n2CCCNC3CCC1 (stereo unspecified)	?	.	?	.
C=CCNC(=O)CSc1ccc(Cl)cc1	4%	-0.7%	-2%	5%
COc1ccc(C(=O)COC(=O)C(CC(C)C)N2C(=O)c3ccccc3C2=O)cc1 (stereo unspecified)	?	.	16µM*	.
COc1ccc(OC)c(S(=O)(=O)Nc2ccccc2C(F)(F)F)c1	7%	0.7%	-1%	11%
CCN1CCCC1CNC(=O)c1cc2c(=O)n(C)c3ccccc3c2n1C (stereo unspecified)	-13%	7.5%	4%	-11%
CCCC(=O)c1cc(O)c(O)cc1O	-1%	8.3%	13%[1.84 µM]	-12%
C#C[C@]1(O)CC[C@@H]2[C@H]3CCc4cc(OC)ccc4[C@@H]3CC[C@@]21C	-5%[20.6 µM]	5.4%[25.6 µM]	1%[20.6 µM]	-13%[16.8 µM]
COc1ccccc1-n1c(N)c(C(N)=O)sc1=S	-2%	-0.7%	-7%	-18%
CNC(=O)C1CCC(Cn2c(=O)c3sccc3n(CC(=O)Nc3cc(F)ccc3F)c2=O)CC1 (stereo unspecified)	-20%	-0.3%	4%	-4%[10.9 µM]
COc1ccc(OC)c(NC(=O)CC(NCCC2=CCCCC2)C(=O)O)c1 (stereo unspecified)	-14%	0.9%	-1%	-1%
CN1C(C(=O)Nc2ccc(F)cc2F)=CC(c2ccco2)=NS1(=O)=O	-9%	?	6%	10%[10.9 µM]
CCCOc1ccc(Cn2c(=O)sc3ccccc32)cc1	-7%	?	1%	-8%[10.9 µM]
O=C(Nc1cccc(NC(=O)c2nccc3ccccc23)c1)c1ccco1	?	11%	?	.
COc1ccc(NC(=O)N2CCC(c3ccccc3)C2)c(OC)c1 (stereo unspecified)	-14%	-2.7%	-10%	-24%
CCNC(=O)c1cnc2c(-c3ccccc3)c(C)nn2c1C	-8%	-0.8%	6%	21%[10.9 µM]
COc1ccc(-n2nnnc2SC(C)C(=O)NCC(=O)Nc2ccc(F)c(F)c2F)cc1 (stereo unspecified)	-3%	.	8%	.
CCn1c(SCc2nc3ccccc3c(=O)[nH]2)nnc1-c1cccnc1	4%	0.8%	12%	1%
COc1ccccc1NC(=O)N(CCCN1CCOCC1)Cc1cc2cc3c(cc2[nH]c1=O)OCO3	2%	2.4%	-7%	.
Cc1ccc(NC(=O)c2c(C)nc(Nc3nc4ccccc4o3)nc2C)cc1	3%	-0.1%	-1%	-2%
COc1ncc2nc(-c3cn(C)c4ccccc34)c(=O)n(Cc3ccc(F)cc3)c2n1	2%	0.7%[11.4 µM]	1%	.
Cc1cc(N=Cc2cc(Cl)ccc2O)no1	4%	0.6%	-1%	-4%
COc1ccc(-c2ccc(-c3noc(-c4ccc(OC)c(OC)c4)n3)c(OC)n2)cc1	4%	-2.2%	7%	-4%
CCCCNC(=O)c1cc2c(=O)n3cccc(C)c3nc2n(Cc2ccncc2)c1=N	-6%	-0.6%	-2%	5%
COc1ccc(OC)c(NC(=O)c2nnn(CCc3ccccc3)c2N)c1	1%	-1.8%	-2%	-10%
CN1CCN(C2=Cc3ccccc3Sc3cc(F)c(Cl)cc32)CC1	?	.	?	.
CCOc1ncccc1C(=O)OCC(=O)Nc1ncc(C(F)(F)F)cc1Cl	4%	0.6%	1%	6%
CC(C)C1N=C2c3ccccc3N=C(SCc3cc(=O)n4cc(Cl)ccc4n3)N2C1=O (stereo unspecified)	-16%	-1.8%	-4%	-7%
CCc1ccc(C2C(C#N)=C(N)Oc3n[nH]c(CC(=O)OC)c32)cc1 (stereo unspecified)	1%	.	1%	.
COc1ccccc1N1CCN(Cc2ccsc2)CC1	-5%	.	9%	.
CCOCC(=O)Nc1nnc(Cc2ccc(OC)c(OC)c2)s1	4%	-0.3%	7%	0%
COCCNC(=O)c1ccccc1NC(=O)C1COc2ccccc2O1 (stereo unspecified)	-2%	-0.9%	3%	-11%
COC(=O)c1ccc(Cn2nnc3c(=O)[nH]c(C4CCCN(S(=O)(=O)c5ccccc5Cl)C4)nc32)cc1 (stereo unspecified)	-13%	?	11%	5%[10.9 µM]
C=CCn1c(SCC(=O)N2CCCC2)nc2cc(C(=O)NCC3CCCO3)ccc2c1=O (stereo unspecified)	-1%	-0.2%	7%	12%
COc1ccc(NC(=O)NCCN2C(=O)C3C4C=CC(C4)C3C2=O)cc1 (stereo unspecified)	-9%	-0.4%	-12%	-9%

An excerpt of these results, as labelled records.
structure: CC(C)C1N=C2c3ccccc3N=C(SCc3cc(=O)n4cc(Cl)ccc4n3)N2C1=O (stereo unspecified)
- p53ts 39C tox: -16%
- IkB sig inh: -1.8%
- p53ts 32C tox: -4%
- Peg3 imprint: -7%

structure: CCc1ccc(C2C(C#N)=C(N)Oc3n[nH]c(CC(=O)OC)c32)cc1 (stereo unspecified)
- p53ts 39C tox: 1%
- IkB sig inh: .
- p53ts 32C tox: 1%
- Peg3 imprint: .

structure: COc1ccccc1N1CCN(Cc2ccsc2)CC1
- p53ts 39C tox: -5%
- IkB sig inh: .
- p53ts 32C tox: 9%
- Peg3 imprint: .

structure: CCOCC(=O)Nc1nnc(Cc2ccc(OC)c(OC)c2)s1
- p53ts 39C tox: 4%
- IkB sig inh: -0.3%
- p53ts 32C tox: 7%
- Peg3 imprint: 0%

(continued)
SMILES	p53ts 39C tox	IkB sig inh	p53ts 32C tox	Peg3 imprint
CC(C)NC(=O)Cn1nc(N2CCN(c3ccccc3)CC2)ccc1=O	-9%	-0.4%	0%	-1%[10.9 µM]
O=C(CSc1nnnn1-c1ccc2c(c1)OCO2)NCc1cccs1	3%	-1.5%	4%	-19%
COc1ccc(NC(=O)COC(=O)c2cnccn2)cc1Cl	-3%	0.9%	4%	-1%
CC(=O)N1CCc2c(sc(NC(=O)CSc3ccc(C)cc3)c2-c2nc3ccccc3s2)C1	-6%	4.9%	-4%	-1%[10.9 µM]
Cc1ccc(CNC(=O)C(C)n2nc(C)n3c(cc4sccc43)c2=O)cc1 (stereo unspecified)	-18%	-0.2%	-1%	-9%[10.9 µM]
CCOC(=O)C1=C(N)N(c2ccccc2Oc2ccccc2)C(=O)C1	4%	0.9%	1%	-2%
Cc1cc2oc(C(=O)Nc3ccc(S(=O)(=O)N4CCC(C)CC4)cc3)cc(=O)c2cc1C	-11%	-3.1%	-2%	-4%[10.9 µM]
CCCOn1nnnc1-c1ccccc1	1%	1.7%	4%	5%
Cc1cccc(Nc2nc3c(c(=O)n(C)c(=O)n3C)n2Cc2ccccc2)c1	7%	4.3%	-4%	9%
C=CCSc1nc(N)c2c(C)c(C)sc2n1	-20%	8.1%	-23%	-12%
CC(=O)OC[C@@H]1O[C@H](C/C=N\OCC[C@H]2C=C[C@H](OC(C)=O)[C@@H](COC(C)=O)O2)C=C[C@@H]1OC(C)=O	12%[9.22 µM]	.	-4%[9.22 µM]	.
CC(C)OC(=O)CSc1nnc(CNc2nc(-c3ccccc3)cs2)n1C	-7%	-2.3%	-5%	-6%
O=C(O)c1cccnc1Oc1ccccc1	9%	2.3%	-5%	-6%
N#C/C(C(=O)N1CCOCC1)=C1/SC=C(c2ccccc2)N1c1ccccc1	0%	-4.6%	50%[activator]	-8%
O=c1cc(N2CCc3ccccc32)[nH]c(=O)n1-c1ccccc1	-4%	12%	-2%	-55%[inhibitor]
CC1CCN(S(=O)(=O)c2ccc(C(=O)Nc3sc4c(c3C(N)=O)CC(C)(C)NC4(C)C)cc2)CC1	11%	?	1%	-7%[10.9 µM]
CCCCN(C(=O)CCn1c(=O)oc2ccccc21)c1ccccc1	42%[activator]	?	8%	13%[10.9 µM]
Cn1c(=NC(=O)c2ccc(S(=O)(=O)N3CCCC3)cc2)sc2cc(F)ccc21	-4%	-0.5%	-5%	-12%[10.9 µM]
CN(C)S(=O)(=O)c1ccc(C(=O)Nc2ccc(F)cc2F)cc1	-10%	2.3%	2%	-11%
CCCS(=O)(=O)C(=C1Nc2ccccc2N1)S(=O)(=O)CCC	10%	?	-2%	-8%
CCCCCCC1/C(=N/O)CCC1C(=O)OC (stereo unspecified)	-3%	-1.7%	0%	-8%
CSc1nsc(SC)c1NC(=O)OC1CCCCC1	-2%	?	0%	-19%
COc1cc([C@@H](O)CO)ccc1OS(=O)(=O)O	8%	-1.2%	15%	.
N#CCSc1nc(Nc2ccc3c(c2)OCO3)c2ccccc2n1	-9%	?	0%	-19%
CC(=O)c1cn(CC(=O)Nc2ccccc2)c2ccccc12	1%	1.6%	0%	-11%
CCOc1ccc(-c2cc(C)n3nc(C(=O)Nc4cc(Cl)ccc4O)cc3n2)cc1	0%	7.6%	-22%	-23%[10.9 µM]
Cc1cc(-c2ccco2)n2c(nc3ccccc32)c1C#N	-7%	-3.5%	-5%	-12%
COc1ccc(NC(=O)Cn2nnc(-c3ccccc3F)n2)cc1Cl	-1%	-0.4%	-9%	-10%
CCCN1CCN(CCCNC(=O)C(CC)n2nc(C)n3c(cc4occc43)c2=O)CC1 (stereo unspecified)	-3%	-0.3%	-1%	-13%[10.9 µM]
N#Cc1cc2c(nc1SCC(O)CS(=O)(=O)Cc1ccccc1)CCCC2 (stereo unspecified)	0%	3.2%	-13%	2%
CCOC(=O)CSc1nc2c([nH]c3ccccc32)c(=O)n1-c1ccc(OCC)cc1	?	-1.1%	3%	29%[10.9 µM]
C[C@H]1C2=C3C(CC[C@H]4C(OCc5ccc(F)cc5C(F)(F)F)OC[C@](C)([C@@H]34)N(C(=O)OC(C)(C)C)C2)C2COC(=O)OCC21 (stereo partly specified)	5%	.	7%	-13%
CCC(C)NC(=O)c1ccc2c(c1)nc1n2CCCCC1 (stereo unspecified)	?	?	?	-23%[10.9 µM]
CSc1ccc(NC(=O)Cn2nnnc2-c2ccccc2F)cc1	-11%	-0.5%	-2%	-11%[10.9 µM]
CCn1c(SCC(=O)c2cc(OC)ccc2OC)nnc1C(C)C	0%	?	-1%	-4%
CC(=O)NC(O)C(=O)c1ccco1 (stereo unspecified)	-4%	0.3%	-3%	3%
